TRHR PAM: allosteric enhancers of human TRH receptor | TRHR cells, fluo-8 calcium fluorescence, EC20 TRH enhancement | enhancement, % at 2 µM | actives 0.66% (n = 360,000) | AID 493056; in the data active = enhancement above about 30%; note: 0% is about no effect
Target sequence (P34981 whole entry, looked up): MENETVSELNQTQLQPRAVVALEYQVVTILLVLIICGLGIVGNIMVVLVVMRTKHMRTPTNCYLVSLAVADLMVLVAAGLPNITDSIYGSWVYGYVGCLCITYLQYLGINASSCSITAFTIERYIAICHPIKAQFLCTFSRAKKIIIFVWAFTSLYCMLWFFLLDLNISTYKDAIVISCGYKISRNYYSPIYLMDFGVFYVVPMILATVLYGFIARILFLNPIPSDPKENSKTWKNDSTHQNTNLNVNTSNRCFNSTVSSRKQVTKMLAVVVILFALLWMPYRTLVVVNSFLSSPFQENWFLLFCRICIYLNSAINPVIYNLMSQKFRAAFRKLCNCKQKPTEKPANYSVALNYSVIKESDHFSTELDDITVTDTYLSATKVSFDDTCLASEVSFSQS
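TRHR-expressing cells loaded with fluo-8 calcium dye were read kinetically (ex 480/em 530) during compound addition, then stimulated with an EC20 of TRH (10 nM final). Enhancement of the Gq-mediated intracellular calcium response was scored.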
RXFP1 antagonist: blocks the human relaxin receptor RXFP1. Q9HBX9. HEK293-RXFP1, relaxin-stimulated cAMP HTRF, 30 min; stronger effect = lower value. activity change, negative = inhibition, % at 57.5 µM. actives 0.59% (n = 350,000). AID 1259400;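 active = activity change of -60% or lower, but not beyond a set lower limit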; note: % is set by controls: 0 for no effect and ±100 for the full control effect
D2 ag: D2 dopamine receptor (human) agonism. HEK293 T-REx D2 cells, calcium flux agonist mode. activation, % at 2 µM. actives 0.53% (n = 340,000). AID 485358;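 active = activation over 3 SD above normal in the single-dose calcium agonist read, cut at about 30% in these data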; note: 0% is about no effect
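Calcium-flux readout, 1 cycle/sec over 180 s following compound pin transfer, in inducible HEK293 Trex D2 cells (force-coupled); dopamine controls included. Positive calcium responses during this window marked compounds as potential agonists.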
D2 antagonist: antagonists of human D2 dopamine receptor; P14416; HEK293 TREx D2 cells, calcium flux, dopamine EC80; inhibition, % at 10 µM; actives 2% (n = 340,000); AID 485344; in the data active = inhibition above about 30%; note: 0% is about no effect
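Measurement of antagonist activity uses fluorescent calcium dye in inducible HEK293 T-REx D2 cells: 10 s baseline, compound addition with 180 s read, EC80 dopamine addition with a further 180 s read.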
D1 PAM: enhances dopamine response at the human D1 receptor; P21728; HEK293 TREx D1 cells, calcium flux, dopamine EC20 potentiation; potentiation, % at 10 µM; actives 0.036% (n = 360,000); in the data active = potentiation above about 30%; note: 0% is about no effect
Target sequence (P21728 whole entry, looked up): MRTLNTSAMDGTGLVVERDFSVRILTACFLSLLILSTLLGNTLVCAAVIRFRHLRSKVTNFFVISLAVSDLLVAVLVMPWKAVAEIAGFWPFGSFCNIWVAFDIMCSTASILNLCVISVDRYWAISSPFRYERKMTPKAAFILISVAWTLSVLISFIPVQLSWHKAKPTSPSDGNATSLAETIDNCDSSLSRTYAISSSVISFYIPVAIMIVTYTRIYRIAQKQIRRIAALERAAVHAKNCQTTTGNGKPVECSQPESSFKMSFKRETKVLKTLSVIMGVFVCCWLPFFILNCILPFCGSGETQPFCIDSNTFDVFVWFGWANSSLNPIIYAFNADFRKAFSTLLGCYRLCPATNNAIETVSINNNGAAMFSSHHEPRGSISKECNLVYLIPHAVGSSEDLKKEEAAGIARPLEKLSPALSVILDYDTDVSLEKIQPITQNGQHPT
D2 PAM: positively modulates the human D2 dopamine receptor allosterically; P14416; HEK293 T-REx D2, calcium flux, EC20 dopamine potentiation; potentiation, % at 10 µM; actives 0.34% (n = 340,000);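 active = potentiation over 3 SD above the plate norm, cut at about 30% in these data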; note: 0% is about no effect
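Cells plated with tetracycline inducer and held overnight at 30 C; calcium dye loaded 30–90 min at room temperature; baseline taken, compound added and read 180 s; EC20 dopamine then added and read 180 s.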
D1 agonist: human D1 receptor agonism; P21728; HEK293 T-REx D1 cells, calcium flux, agonist mode; activation, % at 2 µM; actives 1% (n = 360,000); AID 504660; note: 0% is about no effect
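Inducible HEK293 T-REx D1 cells, force-coupled to calcium signalling, were plated at 4000 cells/well with tetracycline and held overnight at 30 C. After no-wash calcium dye loading, compound-evoked calcium rise over 180 s flagged agonists.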
TRHR agonist: agonists of human TRH receptor; actives 0.18% (n = 360,000); activation, % at 2 µM; TRHR cells, calcium flux fluo-8, FDSS agonist mode; P34981; note: 0% is about no effect
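Fluo-8-loaded TRHR cells; 10 s baseline, compound added, kinetic Ca2+ fluorescence read 1/s, agonist mode.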
D1 antagonist: antagonists of human D1 dopamine receptor; P21728; activity change, negative = inhibition, % at 10 µM; actives 3.2% (n = 360,000); HEK293 TREx D1 cells, calcium flux, dopamine EC80; stronger effect = lower value; in the data active = activity change below about -30%; note: % is set by controls: 0 for no effect and ±100 for the full control effect
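Calcium flux readout: force-coupled, inducible Hek293 Trex D1 line, cells induced overnight at 30 C with tetracycline, dye-loaded 30–90 min at RT. Antagonism scored against EC80 dopamine challenge given 180 s after compound.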
* = called active by the depositor; nt = no result given. Cut-off read from the data, not from the text of the source, unless noted: active = activation above about 30%; inactive = the rest. Compounds were not picked by outcome. Share with any hit: about 7.1%.

SMILES	TRHR PAM	RXFP1 antagonist	D2 ag	D2 antagonist	D1 PAM	D2 PAM	D1 agonist	TRHR agonist	D1 antagonist
CC(=O)c1c(C)[nH]c(C(=O)OCC(=O)N2CCc3ccccc32)c1C	9.5	1.2	-0.6	-5.9	5.4	3.1	1.8	-0.5	-8.1
Cc1ccc(S(=O)(=O)NCC23C=CC(O2)C2C(=O)N(c4ccccc4)C(=O)C23)cc1 (stereo not drawn)	2.9	-0.9	0.6	-6.9	2.6	2.3	2.6	-0.2	4.0
O=C(/C=C/c1ccco1)OCC(=O)c1cccc([N+](=O)[O-])c1	1.8	-13.0	4.0	3.7	-3.0	nt	0.2	-0.2	-12.4
CCc1ccccc1NC(=O)/C(C#N)=C/c1ccc(Sc2ccccc2)o1	-1.2	-2.3	0.9	-3.4	1.6	-4.4	22.9	0.1	-10.6
CN1C(=O)C(C)(C)c2cc(S(=O)(=O)NCC(=O)NCc3ccccc3)ccc21	0.2	4.1	-0.6	19.4	8.6	-22.2	0.0	0.2	11.0
CCOc1ccc(CCNC(=O)c2nccnc2C(=O)O)cc1OCC	-2.0	2.7	0.8	-30.1	-1.8	-4.1	0.9	0.4	-3.1
CN(C)CCNC(=O)C1CCN(S(=O)(=O)c2ccc3ccccc3c2)CC1	0.2	-8.7	1.3	-7.3	-8.7	1.8	3.3	2.9	-8.9
O=C1CCC(=O)N1c1ccc(S(=O)(=O)Nc2ccc(Br)cc2)cc1	-0.5	-2.0	3.7	11.5	-5.0	-13.5	10.2	1.7	4.3
CC(C)CCNC(=O)COc1ccc(C(=O)c2ccccc2)cc1	-11.1	-11.3	-0.4	14.9	-8.7	-4.1	7.7	0.0	-1.2
O=C(NCCCn1ccnc1)c1ccc(F)cc1	4.4	0.0	0.9	0.8	-2.4	-4.0	1.7	-0.6	-1.7
Cc1noc(C)c1COC(=O)c1cc2c(C)nn(-c3ccc(F)cc3)c2s1	-7.4	2.0	0.3	10.7	-2.6	-17.4	2.1	0.1	-3.9
CCCCOc1ccc(N(CC(=O)NCC2CCCO2)C(=O)CCC(=O)Nc2cc(C)ccn2)cc1 (stereo not drawn)	0.1	-18.8	2.0	-6.2	-2.2	13.8	-2.2	0.1	-7.3
CCOc1cc(/C=C2\CCCC(C(=O)C(F)(F)F)=C2O)ccc1O	1.1	-12.8	1.8	15.7	-8.5	5.7	8.1	1.2	-26.3
COc1ccccc1CN1CC(C(=O)NCc2cccc(Cl)c2)CCC1=O (stereo not drawn)	-3.1	-33.3	0.0	36.1*	-4.3	-10.3	0.1	0.1	-10.7
Cc1ccc(-c2cc(C(=O)N3CCc4ccccc4C3)no2)cc1	2.6	-9.1	0.0	-20.4	3.9	4.4	8.7	0.6	0.2

Four entries drawn at random from those above:
SMILES	TRHR PAM	RXFP1 antagonist	D2 ag	D2 antagonist	D1 PAM	D2 PAM	D1 agonist	TRHR agonist	D1 antagonist
CCOc1ccc(CCNC(=O)c2nccnc2C(=O)O)cc1OCC	-2.0	2.7	0.8	-30.1	-1.8	-4.1	0.9	0.4	-3.1
CN(C)CCNC(=O)C1CCN(S(=O)(=O)c2ccc3ccccc3c2)CC1	0.2	-8.7	1.3	-7.3	-8.7	1.8	3.3	2.9	-8.9
Cc1noc(C)c1COC(=O)c1cc2c(C)nn(-c3ccc(F)cc3)c2s1	-7.4	2.0	0.3	10.7	-2.6	-17.4	2.1	0.1	-3.9
CCc1ccccc1NC(=O)/C(C#N)=C/c1ccc(Sc2ccccc2)o1	-1.2	-2.3	0.9	-3.4	1.6	-4.4	22.9	0.1	-10.6

One compound at a time, from the list above. Order of values: TRHR PAM, RXFP1 antagonist, D2 ag, D2 antagonist, D1 PAM, D2 PAM, D1 agonist, TRHR agonist, D1 antagonist
CCOc1cc(/C=C2\CCCC(C(=O)C(F)(F)F)=C2O)ccc1O as listed: 1.1, -12.8, 1.8, 15.7, -8.5, 5.7, 8.1, 1.2, -26.3
O=C(/C=C/c1ccco1)OCC(=O)c1cccc([N+](=O)[O-])c1 as listed: 1.8, -13.0, 4.0, 3.7, -3.0, nt, 0.2, -0.2, -12.4
CCc1ccccc1NC(=O)/C(C#N)=C/c1ccc(Sc2ccccc2)o1 as listed: -1.2, -2.3, 0.9, -3.4, 1.6, -4.4, 22.9, 0.1, -10.6

Additional structures follow:
SMILES	TRHR PAM	RXFP1 antagonist	D2 ag	D2 antagonist	D1 PAM	D2 PAM	D1 agonist	TRHR agonist	D1 antagonist
O=C(O)c1cc(-c2cccc([N+](=O)[O-])c2)nc2ccccc12	0.2	-10.8	nt	nt	-0.6	nt	-0.2	0.7	-12.1
CCOCCCNC(=O)C1CCN(S(=O)(=O)c2ccc3nc4c(c(C(=O)O)c3c2)CCCCC4)CC1	-1.9	15.7	1.9	-1.6	-4.7	4.2	4.0	0.3	6.2
Cc1ccc(CSCCNC(=O)CN(c2ccccc2)S(C)(=O)=O)cc1	0.7	1.2	-1.1	-6.7	-2.6	-0.7	0.6	0.5	-9.6
Cc1ccc(-n2cc(S(=O)(=O)c3ccc(C)cc3)[nH]c2=O)cc1	3.0	-38.9	-1.5	11.3	-1.0	-3.6	0.7	-0.3	-3.6
CCOC(=O)CC(=O)N/N=C/c1c(N)n(C)c(=O)n(C)c1=O	12.9	13.8	-0.9	-13.9	-0.5	nt	2.2	-0.2	9.4
COc1ccc(COC(=O)Nc2cn(C)nc2C(F)(F)F)cc1	2.3	6.1	nt	nt	-1.6	nt	3.2	-0.4	-7.2
O=C(NC1CCSc2ccccc21)c1cc([N+](=O)[O-])ccc1N1CCOCC1 (stereo not drawn)	6.9	0.3	0.3	4.0	-0.8	17.4	0.2	-1.1	10.0
CC(NC(=O)COC(=O)c1ccc2ccccc2n1)C1CC2CCC1C2 (stereo not drawn)	-0.3	-9.9	0.9	-14.9	5.2	7.9	-0.7	0.1	-5.3
COc1ccc([C@H]2[C@@H]3C=CCC[C@@]3(C)C(=O)N2Cc2ccccc2)cc1Cl	3.9	nt	0.2	-3.6	4.6	13.1	1.9	-0.2	30.8
O=C(c1ccc(F)cc1F)N1CCN(c2ccccn2)CC1	4.5	7.0	nt	nt	-1.9	nt	3.2	-0.2	7.8
CCn1c(SCC(=O)Nc2sc3c(c2C(N)=O)CCC(C)C3)nnc1-c1ccco1 (stereo not drawn)	6.6	-8.1	0.2	-1.0	-5.5	9.3	-1.3	-0.1	21.8
CCOC(=O)C1CCN(S(=O)(=O)c2ccc(OC)c(Cl)c2)CC1	-1.7	-22.4	-1.0	-10.1	-4.1	5.2	2.3	0.7	-16.6
c1ccc(COc2ccccc2CNCc2cccnc2)cc1	-7.1	22.0	-1.5	-9.5	-4.6	-1.5	34.6*	-1.1	-0.1
COC(=O)CCCC1=CC2=CC(=O)C(C)(OC(=O)c3cccs3)C(=O)C2=CN1CC(C)C (stereo not drawn)	-1.6	nt	0.0	-7.9	-1.1	-8.7	2.0	-0.2	19.4
Cc1ccc(CNC(=O)C2CC(c3cccc([N+](=O)[O-])c3)=NO2)o1 (stereo not drawn)	-1.9	nt	-0.5	14.3	1.7	3.0	5.4	-0.4	-5.0
CC(=O)N1CC=CC1(C)C(=O)NCc1cc(F)cc(C(F)(F)F)c1 (stereo not drawn)	4.4	nt	-0.4	-11.3	1.9	4.3	-0.5	-1.1	-0.6
COC(=O)C1=C(C)N(Cc2ccccc2)C(=S)N[C@H]1c1cccc(C(F)(F)F)c1	-10.4	nt	nt	nt	-8.4	nt	3.1	-1.1	-18.3
CSCCC(NS(=O)(=O)c1ccc2c(c1)oc(=O)n2C)C(=O)NC1CCCc2ccccc21 (stereo not drawn)	-0.3	-6.6	0.2	7.3	-5.3	10.5	2.4	0.7	5.2
COc1ccc(NC(=O)C(NC(=O)OC(C)(C)C)C(C)OCc2ccccc2)cc1 (stereo not drawn)	-3.8	12.9	-1.1	17.0	-0.4	5.6	-0.1	-0.2	-11.8
Cc1ccc(-c2nc(CS(=O)(=O)CC(=O)Nc3cc(C)ccc3C)c(C)o2)cc1	18.3	-9.9	0.1	nt	-0.9	7.4	2.7	-0.6	-11.1
O=C(NCc1ccccc1)NC1(C(=O)Nc2ccc3c(c2)OCCO3)CCCCC1	13.9	-0.4	-1.0	-4.0	-3.8	1.3	2.2	-0.9	-12.5
COc1ccc(C(=O)CC(=O)C(=O)Nc2ccc(C)c(Cl)c2)cc1	5.8	0.1	1.4	12.1	1.8	4.0	2.6	1.5	-9.2
COc1cc(NS(=O)(=O)c2ccc(C)cc2C)cc(OC)c1OC	13.0	9.4	-1.4	0.8	0.2	17.7	-1.0	-0.3	20.3
NS(=O)(=O)c1ccc(CCNC(=O)C2CCCCN2S(=O)(=O)c2ccccc2)cc1 (stereo not drawn)	-4.0	2.3	0.7	-3.8	0.7	-4.0	4.0	-0.2	2.5
CCOc1ccc(-c2n[nH]c(=S)n2Cc2ccccc2)cc1	2.0	-8.2	0.2	-10.1	-4.2	18.7	0.7	-0.1	11.4
CCOc1ccc(Nc2ncnc3c2cnn3C)cc1	15.0	-0.2	nt	nt	2.2	nt	3.7	0.3	-2.1
O=C1CN(C(=O)COC(=O)c2ccc(Cl)cc2)c2ccccc2N1	12.4	-6.1	1.2	20.6	-1.6	-2.3	7.7	-0.2	-11.1
CN(C)/C=N/c1c(C#N)cnn1C	23.8	2.0	0.3	-3.4	2.9	-1.8	0.8	0.0	-9.7
CN1C(=O)N(S(=O)(=O)c2ccc(F)c(F)c2F)C(=O)C1(C)C	4.9	-6.6	nt	nt	7.7	nt	2.6	-0.1	2.0
CCN(CC(=O)Nc1c(F)cccc1F)C(=O)CNC(=O)C1CCCCC1	-1.7	0.8	0.2	-29.9	-1.5	4.0	3.6	0.6	2.3
Cc1ccc(NC(=O)NCCCN2CCCC2=O)cc1C	-3.3	-5.3	-0.3	-8.7	-3.1	11.3	-0.5	0.2	4.3
Cc1sc2nc(CSCC(=O)Nc3c(F)cccc3F)[nH]c(=O)c2c1C	6.0	-6.1	0.1	1.8	1.7	3.9	0.0	0.0	-7.8
COc1ccc(CN2CCN(C3CCC3)CC2CCO)cc1C (stereo not drawn)	-6.1	-1.1	0.3	7.7	-4.0	-7.6	1.9	-0.4	1.2
O=C(NC1CC1)c1ccc2c3c(cccc13)CC2	-0.2	4.9	-1.4	6.0	-6.2	5.6	1.0	-0.5	5.2
COc1cccc(NC(C)(C)c2nnnn2-c2c(C)cccc2C)c1	1.6	-9.7	-0.6	-23.1	-13.6	-2.1	-0.1	-0.8	21.1
CCOC(=O)c1c(NC(=O)c2nc(SC(C)C)ncc2Cl)sc2c1CCCC2	3.8	nt	0.9	nt	-1.6	4.9	0.5	0.3	3.0
NSc1nc(N)c2nc(-c3ccccc3)c(-c3ccccc3)nc2n1	-36.8	-24.9	nt	nt	0.5	nt	-2.0	-1.4	-0.9
Cc1nc(CSc2ccc(Cl)cc2)cc(N2CCOCC2)n1	3.2	-1.0	nt	nt	-2.1	nt	1.1	0.3	-15.8
O=C(NCC1CCCO1)c1c[nH]c2ccc(S(=O)(=O)Nc3ccc(F)cc3F)cc2c1=O (stereo not drawn)	18.8	0.6	-0.1	nt	0.3	19.1	-1.3	-1.3	22.3
C/C(=N\Nc1ccc(S(N)(=O)=O)cc1[N+](=O)[O-])c1ccc2c(c1)OCO2	1.0	-4.4	-1.0	10.9	-0.1	17.0	1.0	-0.2	-8.9
